OTUD3 inh = inhibitors of human OTUD3 deubiquitinase; Q5T2D3; purified OTUD3, Ub-rhodamine fluorescence, 2 h; inhibition, % at 25 µM; 47,000 tested, 0.7% active; AID 1645858
Target sequence (Q5T2D3 whole entry, looked up): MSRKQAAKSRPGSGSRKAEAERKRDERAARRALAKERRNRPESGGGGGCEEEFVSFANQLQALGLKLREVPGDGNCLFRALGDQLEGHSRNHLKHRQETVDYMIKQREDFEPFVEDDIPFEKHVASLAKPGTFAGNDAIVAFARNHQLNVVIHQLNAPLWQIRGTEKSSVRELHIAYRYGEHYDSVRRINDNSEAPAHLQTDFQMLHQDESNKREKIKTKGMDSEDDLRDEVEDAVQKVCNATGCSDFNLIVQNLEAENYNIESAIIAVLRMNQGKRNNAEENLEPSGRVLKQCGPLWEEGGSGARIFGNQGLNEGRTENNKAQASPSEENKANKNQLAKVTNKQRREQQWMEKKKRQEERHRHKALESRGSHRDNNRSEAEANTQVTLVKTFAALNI
USP30 inh = human USP30 deubiquitinase inhibition; AID 1645860; 47,000 tested, 5.3% active; purified USP30, Ub-rhodamine cleavage fluorescence; inhibition, % at 25 µM; Q70CQ3
Target sequence (Q70CQ3 whole entry, looked up): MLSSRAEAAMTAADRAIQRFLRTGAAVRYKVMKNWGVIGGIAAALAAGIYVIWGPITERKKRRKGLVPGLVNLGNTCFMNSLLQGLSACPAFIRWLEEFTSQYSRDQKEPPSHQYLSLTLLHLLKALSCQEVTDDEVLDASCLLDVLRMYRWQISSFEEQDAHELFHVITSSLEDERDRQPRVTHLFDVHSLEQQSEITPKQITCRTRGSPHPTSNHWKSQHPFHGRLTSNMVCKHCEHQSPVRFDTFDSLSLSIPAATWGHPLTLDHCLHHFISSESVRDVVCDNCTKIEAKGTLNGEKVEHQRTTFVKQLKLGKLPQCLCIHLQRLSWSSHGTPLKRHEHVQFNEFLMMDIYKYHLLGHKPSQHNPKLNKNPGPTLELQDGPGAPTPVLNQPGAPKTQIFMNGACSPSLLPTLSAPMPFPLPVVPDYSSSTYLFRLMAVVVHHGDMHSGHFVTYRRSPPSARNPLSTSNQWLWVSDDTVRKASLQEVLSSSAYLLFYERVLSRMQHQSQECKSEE
USP17 block = inhibitors of human USP17 deubiquitinase. A8MUK1. purified USP17, Ub-rhodamine cleavage fluorescence, 3 h. inhibition, % at 50 µM. 47,000 tested, 6.5% active
USP8 block = inhibitors of human USP8 deubiquitinase; P40818; inhibition, % at 20 µM; 47,000 tested, 4.2% active; purified USP8, Ub-rhodamine cleavage fluorescence, 30 min
USP7 inh = human USP7 deubiquitinase inhibition; Q93009; inhibition, % at 20 µM; purified USP7, Ub-rhodamine cleavage fluorescence; 47,000 tested, 0.3% active
USP10 inh = human USP10 deubiquitinase inhibition | inhibition, % at 20 µM | purified USP10, Ub-rhodamine fluorescence, 60 min | 47,000 tested, 1.1% active | Q14694 | AID 1645856
USP28 block = human USP28 deubiquitinase inhibition; purified USP28, Ub-rhodamine cleavage fluorescence, 30 min; inhibition, % at 25 µM; Q96RU2; 47,000 tested, 3% active
UCHL1 block = human UCHL1 deubiquitinase inhibition. inhibition, % at 20 µM. AID 1645859. 47,000 tested, 0.2% active. purified UCHL1, Ub-rhodamine cleavage fluorescence. P09936
The depositor's hits bear a star; . = no result given. Cut-off read from the data, not from the text of the source: active = inhibition above about 30%; inactive = the rest.

SMILES,OTUD3 inh,USP30 inh,USP17 block,USP8 block,USP7 inh,USP10 inh,USP28 block,UCHL1 block
CC(C)Cc1nc2sc3c(SCC(N)=O)ncnc3c2c2c1CCC2,5,.,-3,1,-1,3,.,-2
O=C(NC1CCCCC1)C(c1ccc(F)cc1)N(Cc1ccc2c(c1)OCO2)C(=O)c1ccc(-c2ccccc2)[nH]1 (stereo not drawn),-29,-96,.,-12,0,-10,-23,-6
Cc1nc(-c2ccccc2Cl)sc1C(=O)N1CCC(C(N)=O)CC1,6,8,13,0,2,0,0,0
COC(=O)[C@@H]1Cc2ncn(C)c2CN1C(=O)c1ccc(-c2ccccc2)cc1,-3,0,-1,-3,-2,0,-1,2
COc1ccc2nc(C(=O)NC(C)c3ccccc3)cn2n1 (stereo not drawn),-6,-29,-9,-6,0,-5,-6,-5
COc1ccc(-c2ccc3nnc(SCC(=O)NCC4CCCO4)n3n2)cc1 (stereo not drawn),14,22,.,7,8,5,4,2
COc1ccc(-c2nc(-c3cc4cc(OC)ccc4[nH]c3=O)no2)cc1,-50,-116,-7,35*,-48,-2,-31,-1
CN1CC(=O)N(C2CCCNC2)Cc2c(NC3CCCCC3)ncnc21 (stereo not drawn),-18,-81,-32,-108,-5,-4,-19,-5
CC(C)c1cc(C2CCCN2C(=O)c2cc(-c3ccccc3)on2)no1 (stereo not drawn),-33,-151,-45,-22,0,4,-58,-1
Cc1ccc(-c2nc(C)cc(OCC(=O)Nc3ccc(C)c(F)c3)n2)cc1,12,2,3,14,5,6,1,5
COc1ccc(-c2nc(-c3nnn(-c4ccc(C)cc4)c3C)no2)cc1OC,12,22,17,15,2,-3,15,0
Cc1cc(C(=O)N2CCN(c3ccnc(N4CCN(C(C)C)CC4)n3)CC2)n(C(C)(C)C)n1,-6,-9,.,-25,-7,-3,-9,-4
CC(C)C(=O)NCCc1cc2nc(-c3ccncc3)ccn2n1,-1,2,0,-3,2,0,0,-5
Cc1ccc(C(=O)OCC(=O)Nc2sccc2C(N)=O)cc1C,-28,-134,-20,9,-19,-8,-11,-8
O=C(CCc1nc(-c2cccnc2)no1)Nc1cccc(Cl)c1,-7,-6,-12,1,-10,1,0,0
COC(=O)c1cc(OC)cc(O)c1OC(=O)c1c(O)cc2cc(C)oc(=O)c2c1O,-13,-132,-56,-4,-2,-2,-36,1
Cc1ccc(Cl)cc1N(C)C(=O)[C@H]1[C@@H]2C[C@@H]3[C@H]1C(=O)O[C@@H]3C2,14,19,17,-2,0,1,3,0
COc1ccc(C2CC(=O)C3=C(C2)Nc2ccccc2N(C(=O)CC(C)C)C3c2cccnc2)cc1 (stereo not drawn),-5,-14,-9,-22,0,1,-7,1
O=c1c2cnc(N3CCN(c4ccccc4)CC3)nc2ccn1Cc1ccccn1,2,13,7,-6,-4,0,-2,-4
CN1CCN(C(=O)c2c3c(NCC4CC4)ncnc3n3ccccc23)CC1,-78,-389,-81,-22,-17,-13,-83,-16
CCc1ccccc1NC(=O)N1CCN(Cc2ccc3nccnc3c2)CC1,3,-3,-5,-14,-2,-3,6,-2
O=[N+]([O-])c1ccc(N2CCN(CC(O)c3ccc4c(c3)CCN4)CC2)cc1 (stereo not drawn),-6,20,9,-100,-8,1,-3,-1
N#Cc1ccc(Cl)cc1NC(=O)COC(=O)c1n[nH]c2ccccc12,-6,-74,-13,34*,2,-9,-10,3
COc1ccc(NC(=O)CSc2nnc(-c3ccco3)n2C)cc1OC,13,16,27,18,6,1,10,4
COc1ccc(C)cc1NC(=O)c1ccc2noc(-c3ccc(F)cc3)c2c1,1,19,4,-16,2,-2,-31,2
CNc1nccnc1C1CN(C(=O)c2ccc(OC)c(F)c2)CCO1 (stereo not drawn),1,3,-2,-1,2,0,-1,1
N#Cc1ccc(N2CCCN(C(=O)Nc3ccc(F)cc3F)CC2)nc1,-6,-1,-8,2,-8,4,-6,-2
COC(=O)c1cccnc1-n1c(=O)c2cccnc2n(CC(=O)Nc2cc(Cl)ccc2OC)c1=O,-17,-45,-23,-21,-11,-8,-14,-7
COc1ccccc1CNC(=O)C1CCCN(S(=O)(=O)Cc2ccccc2Cl)C1 (stereo not drawn),18,27,11,23,0,9,13,2
CN(C)C(=O)C1(C)CCCN1C(=O)Cn1nnc2ccccc21 (stereo not drawn),1,13,0,3,3,-1,-3,-1
O=c1c2cnc(N3CCOCC3)nc2ccn1CC1CCCO1 (stereo not drawn),5,18,14,2,-1,-1,3,0
Cc1c(C)n(Cc2ccncc2)c2ncnc(NCc3ccccn3)c12,-3,-28,-17,-52,-3,-3,-1,-3
O=C(NCCCN1CCOC(c2ccccc2)C1)C(=O)Nc1ccccc1 (stereo not drawn),1,0,18,-4,0,-3,0,0
COc1cccc(CNC(=O)c2nc3c(s2)CCN(C(=O)c2cnc(C)cn2)CC3)c1,9,16,3,-7,6,0,9,1
Cc1ccc(NC(=O)N2CCCN(c3nc4ccc(Cl)cc4s3)CC2)cc1,13,27,2,-2,-32,1,11,3
COc1ccc(NC(=O)Cn2c(=O)n(CCCC(=O)NC3CCCC3)c(=O)c3cc(Cl)ccc32)cc1,-17,-5,-4,-9,2,11,-22,-1
O=C1/C(=C/c2ccc(F)cc2)Cc2ccccc21,-1,18,2,6,5,10,3,3
O=C1Nc2cc(C(=O)N3CCCC3)ccc2NC1CS(=O)(=O)Cc1ccc(F)cc1Cl (stereo not drawn),-43,-260,-13,35*,-16,-4,-49,-4
COc1ccc(C(=O)Cn2c(=O)n(Cc3ccccc3)c(=O)c3cc(Cl)ccc32)cc1,10,28,14,-16,8,4,12,3
Fc1cccc(Cn2cc(-c3noc(-c4ccncc4)n3)nn2)c1,8,-7,66*,-2,1,0,12,2
Cc1ccc(CN2Cc3[nH]cnc3C[C@H]2C(=O)NCc2ccccc2)cc1,-6,-13,-64,-3,-29,-3,-13,-3
CC1(c2ccco2)NC(=O)N(CC(=O)Nc2ccc(N3CCCCCC3)cc2)C1=O (stereo not drawn),-3,-7,44*,21,9,3,0,5
CC(C)c1cc(C(=O)N2CCCCC2)nc2cc(-c3ccccn3)nn12,0,0,.,-4,-6,1,-5,0
CCSc1ncc2c(=O)n(CC(=O)Nc3ccccc3C(F)(F)F)cnc2n1,-40,-68,-30,-27,-1,-5,-36,0
COc1ccc2nc(C(=O)N3CCN(c4ccc(F)cc4)CC3)cn2n1,4,1,-1,1,-1,2,4,0
Cc1cc(C)nc(N(C(=O)C2CC2)c2ccc(OC(F)(F)F)cc2)n1,-8,-23,2,0,-8,-9,-10,-2
O=C(CCc1nc2cccnc2n1-c1ccccc1)NCCc1ccccc1,4,-22,-9,1,-8,-2,-5,-10
COc1ccc(Sc2nc(-c3ccccn3)ncc2OC)cc1,14,35*,6,3,-13,3,8,1
COc1ccc(C(=O)c2c[nH]cc2-c2ccc(C)cc2)cc1OC,1,13,31*,-3,-4,5,-3,-2
CCNC(=O)N1C[C@H](Oc2ccccn2)[C@H]2C[C@@H]1CC[C@H]2OC,-1,0,.,5,1,1,-11,-1

A section from the list above, for reference:
SMILES,OTUD3 inh,USP30 inh,USP17 block,USP8 block,USP7 inh,USP10 inh,USP28 block,UCHL1 block
COc1ccc(C(=O)c2c[nH]cc2-c2ccc(C)cc2)cc1OC,1,13,31*,-3,-4,5,-3,-2
CCNC(=O)N1C[C@H](Oc2ccccn2)[C@H]2C[C@@H]1CC[C@H]2OC,-1,0,.,5,1,1,-11,-1

Back to the main list, repeating the seven entries before the break.
SMILES,OTUD3 inh,USP30 inh,USP17 block,USP8 block,USP7 inh,USP10 inh,USP28 block,UCHL1 block
CCSc1ncc2c(=O)n(CC(=O)Nc3ccccc3C(F)(F)F)cnc2n1,-40,-68,-30,-27,-1,-5,-36,0
COc1ccc2nc(C(=O)N3CCN(c4ccc(F)cc4)CC3)cn2n1,4,1,-1,1,-1,2,4,0
Cc1cc(C)nc(N(C(=O)C2CC2)c2ccc(OC(F)(F)F)cc2)n1,-8,-23,2,0,-8,-9,-10,-2
O=C(CCc1nc2cccnc2n1-c1ccccc1)NCCc1ccccc1,4,-22,-9,1,-8,-2,-5,-10
COc1ccc(Sc2nc(-c3ccccn3)ncc2OC)cc1,14,35*,6,3,-13,3,8,1
COc1ccc(C(=O)c2c[nH]cc2-c2ccc(C)cc2)cc1OC,1,13,31*,-3,-4,5,-3,-2
CCNC(=O)N1C[C@H](Oc2ccccn2)[C@H]2C[C@@H]1CC[C@H]2OC,-1,0,.,5,1,1,-11,-1
CCCc1nc2ccccc2n1CC(=O)N1CCCc2ccccc21,9,-3,-1,2,-1,-6,0,1
O=C1C2=C(Nc3ccccc3SC2c2ccccc2[N+](=O)[O-])c2ccccc21 (stereo not drawn),-1,-6,27,5,-11,-9,-4,-14
O=S1(=O)CCN2C(c3ccccc3Cl)=CSC2=N1,3,-17,-11,13,1,1,1,0
O=C(CN1C(=O)CC(c2ccccc2)=Nc2ccccc21)NCc1ccccc1Cl,0,2,3,1,0,5,-8,0
COc1ccc(-n2c3c(c(=O)[nH]c2=O)CN(C2CCCC2)CN3)cc1,6,22,5,-8,6,1,11,4
COc1ccccc1C(=O)N1CCN(c2nc(-c3ccc(Cl)cc3)no2)CC1,3,5,3,7,-15,-3,3,6
O=C(CN1C(=O)COc2ccc(S(=O)(=O)N3CCCCCC3)cc21)NCc1ccco1,6,7,-6,3,-4,-2,3,5
O=C(NC1CCN(Cc2ccccc2)CC1)c1[nH]nc2c1COc1ccccc1-2,4,8,19,6,-32,-5,67*,-27
O=C(Cc1cccc2ccccc12)N1CC(c2nc(Cc3ccccc3)no2)C1,2,1,5,-7,-1,2,1,-2
O=C(NC1CCCCC1)C1CN(S(=O)(=O)c2ccc(F)c(F)c2)CC12CCOCC2 (stereo not drawn),15,24,20,23,3,2,19,3
CC(C)CCn1c(=O)c2ccccc2n2c(CCC(=O)N3CCN(Cc4ccccc4)CC3)nnc12,-21,-56,-15,-22,-15,-6,-21,-4
O=C(Cn1cnc2c(cnn2CCO)c1=O)NCc1ccc(F)cc1,0,-4,0,-5,1,-2,-12,-2
CC(=O)c1cccc(NC(=O)c2ccc(NC(=O)CCS(=O)(=O)c3cccs3)cc2)c1,-8,4,21,-30,0,11,25,1
COc1ccc(N(CC(=O)Nc2ccccc2F)S(=O)(=O)c2ccccc2)cc1OC,3,10,2,-13,4,4,6,2
CCOc1ccc(NC(=O)c2cnc3ccc(C)cn3c2=O)cc1,3,-4,5,18,3,1,7,2
COc1cc2c(cc1OC)C(C)N(C(=O)c1sccc1C)CC2 (stereo not drawn),-3,-9,-10,-7,-18,-2,-7,0

3 entries from above, as labelled records:
> CC(=O)c1cccc(NC(=O)c2ccc(NC(=O)CCS(=O)(=O)c3cccs3)cc2)c1
  OTUD3 inh: -8	USP30 inh: 4	USP17 block: 21	USP8 block: -30	USP7 inh: 0	USP10 inh: 11	USP28 block: 25	UCHL1 block: 1
> COc1ccc(N(CC(=O)Nc2ccccc2F)S(=O)(=O)c2ccccc2)cc1OC
  OTUD3 inh: 3	USP30 inh: 10	USP17 block: 2	USP8 block: -13	USP7 inh: 4	USP10 inh: 4	USP28 block: 6	UCHL1 block: 2
> CCOc1ccc(NC(=O)c2cnc3ccc(C)cn3c2=O)cc1
  OTUD3 inh: 3	USP30 inh: -4	USP17 block: 5	USP8 block: 18	USP7 inh: 3	USP10 inh: 1	USP28 block: 7	UCHL1 block: 2
